GPR151 activ = activates the human receptor GPR151; PathHunter beta-arrestin GPR151 cells, luminescence; activation, % at 11.2 µM; hit rate 1% among 650,000; Q8TDV0; in the data active means activation above about 4.9%;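 further: 0% = median of compound wells and 100% = cells with positive control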
Target sequence (Q8TDV0 whole entry, looked up): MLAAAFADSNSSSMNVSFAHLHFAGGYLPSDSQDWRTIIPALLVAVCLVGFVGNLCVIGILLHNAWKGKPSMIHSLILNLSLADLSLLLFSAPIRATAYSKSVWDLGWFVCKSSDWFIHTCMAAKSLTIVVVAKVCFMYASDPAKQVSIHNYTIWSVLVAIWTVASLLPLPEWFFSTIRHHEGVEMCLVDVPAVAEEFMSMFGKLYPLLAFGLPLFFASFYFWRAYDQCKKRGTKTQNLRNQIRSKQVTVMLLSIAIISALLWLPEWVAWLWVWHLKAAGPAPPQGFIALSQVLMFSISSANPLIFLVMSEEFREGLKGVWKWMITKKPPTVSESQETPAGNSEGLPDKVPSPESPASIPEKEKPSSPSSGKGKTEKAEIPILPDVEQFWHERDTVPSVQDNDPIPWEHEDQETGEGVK
MITF primary = blocks human microphthalmia-associated transcription factor; AlphaScreen MITF homodimerization, bead proximity signal; hit rate 0.91% among 650,000; inhibition, % at 2.6 µM; in the data active means inhibition above about 50%;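 further: 0% = vehicle wells with protein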
Target sequence (O75030 whole entry, looked up): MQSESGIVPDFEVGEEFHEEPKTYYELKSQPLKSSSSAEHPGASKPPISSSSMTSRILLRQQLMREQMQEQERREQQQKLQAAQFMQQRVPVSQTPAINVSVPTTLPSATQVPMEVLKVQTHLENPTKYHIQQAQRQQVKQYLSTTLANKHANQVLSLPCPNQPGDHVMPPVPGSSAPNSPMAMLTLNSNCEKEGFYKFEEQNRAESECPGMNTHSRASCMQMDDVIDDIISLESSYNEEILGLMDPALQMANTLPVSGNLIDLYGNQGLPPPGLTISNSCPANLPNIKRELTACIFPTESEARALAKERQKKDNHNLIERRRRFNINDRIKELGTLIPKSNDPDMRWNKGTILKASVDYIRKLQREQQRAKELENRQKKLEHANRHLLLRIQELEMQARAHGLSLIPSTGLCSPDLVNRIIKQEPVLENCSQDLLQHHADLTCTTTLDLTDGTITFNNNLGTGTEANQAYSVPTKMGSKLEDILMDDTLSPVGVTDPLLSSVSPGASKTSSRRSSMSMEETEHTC
TEAD-YAP block = TEAD-YAP interaction inhibition. HEK-TIYL cells, TEAD-Gal4/YAP UAS-luciferase luminescence. inhibition, % at 9.12 µM. hit rate 1.4% among 640,000. AID 1259422; in the data active means inhibition above about 32%;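 further: 0% = median of test compound wells and 100% = reference inhibitor wells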
FBW7 activator = human FBW7 E3 ligase activation, primary screen; AlphaScreen FBW7–phospho-cyclin E peptide binding, activator screen; normalized activity (activation), % at 26.1 µM; Q969H0; AID 1259310; hit rate 0.13% among 650,000; in the data active means normalized activity above about 1.9%;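 further: purified mutant Fbw7 with reduced substrate affinity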
Starred values were filed as active, the others as inactive. Rows were taken by chance; overall some 3.4% were active at least once.

Second line of a record – GPR151 activ	MITF primary	TEAD-YAP block	FBW7 activator
CN(C)S(=O)(=O)N(CC(=O)Nc1cc(Cl)cc(Cl)c1)c1ccccc1
→ -0.6	1	-2	-0.1
CC1CCc2c(sc(NC(=O)CSc3ncnc4sc5c(c34)CCCC5)c2C#N)C1 (centres undefined)
→ -1.9	-2	7	0.1
O=C(NCc1ccccc1Cl)C(=O)Nc1ccc2c(c1)OCO2
→ 0.5	48	-9	0.3
O=C(CC1CCC1)Nc1ccc2c(c1)oc1ccccc12
→ 2.2	6	-62	-0.1
CC(C)c1ccc(CNC(=O)C2CC(=O)N(C3CCCCC3)C2)cc1 (centres undefined)
→ 0.1	-6	-3	0.0
CCN(CC)CCN1CCN(c2ncc(-c3ccc(F)cc3)n3ccnc23)CC1
→ 3.4	-10	-5	-0.2
O=C(/C=C/c1cccs1)N1CCCC(COCc2ccccc2)C1 (centres undefined)
→ -0.9	-2	-1	-0.1
COc1ccc(C2(C(=O)N3CCC(c4ccc5c(c4)OCO5)CC3)CC2)cc1
→ 0.7	9	-7	-0.1
c1coc(-c2ccc3c(c2)COC2(CCNCC2)O3)c1
→ -1.5	4	5	-0.1
COc1ccccc1NC(=O)NC1(C(=O)NCC2CCCO2)CCCCC1 (centres undefined)
→ -0.5	4	13	0.2
Cc1nc(NCCC2=CCCCC2)c2c3c(sc2n1)CCC3
→ -0.8	-6	4	-0.1
COC(=O)c1ccccc1NC(=S)NC(=O)c1cccc(F)c1
→ -0.6	-7	-2	0.0
Cc1ccc(S(=O)(=O)N2CCCC2CNC(=O)c2ccco2)cc1 (centres undefined)
→ -0.2	9	7	0.1
CCOC(=O)c1c(NC(=O)COc2ccccc2)sc(C(=O)N2CCOCC2)c1C
→ -0.7	11	7	-0.1
COc1cc(Nc2nc(Nc3ccncc3)nc3c2ncn3C(C)C)cc(OC)c1OC
→ 0.7	5	-5	0.0
Clc1ccc2c(Nc3ccc(Oc4ccccc4)cc3)ccnc2c1
→ -0.9	9	6	0.1
Cc1cc(N2CCC(C(=O)NC3CC3)CC2)n2nc(C)c(-c3ccc(Cl)cc3)c2n1
→ 1.6	2	6	-0.2
COc1cc(/C=N\NC(=O)CNc2ccc(C)cc2)ccc1OC(C)=O
→ 1.2	5	3	0.1
CCOc1ccc(-c2nnc3ccc(SCc4ccccn4)nn23)cc1
→ 0.1	9	0	0.0
O=[N+]([O-])c1ccc(OCC(O)CN2CCCC2)cc1 (centres undefined)
→ -0.9	-4	9	-0.1
O=C(CN(CCc1ccccc1)S(=O)(=O)c1ccc(Br)cc1)N1CCN(c2ccccc2)CC1
→ -1.4	1	4	0.0
CC(C)c1ccc(NC(=O)Cn2cc(C=O)c3ccccc32)cc1
→ 0.9	-2	18	0.1
CNC(=S)NNc1ccccc1[N+](=O)[O-]
→ 4.5	-13	1	-0.1
CCOC(=O)c1csc(N2CCc3ccccc32)n1
→ 1.6	40	-37	-0.2
CC(=O)Nc1ccc(S(=O)(=O)N2CCN(C(=O)c3cccc([N+](=O)[O-])c3)CC2)cc1
→ -0.5	-9	10	-0.1
Cc1cccc(OCC(=O)Nc2ccc(F)cc2)c1
→ 0.8	-13	-41	0.0
COc1ccc(-c2noc(C(C)Oc3ccc(C)cc3)n2)cc1 (centres undefined)
→ 1.8	-18	5	0.2
Cc1ccc2nc(/C(C#N)=C\c3ccc(OCC(=O)O)cc3)[nH]c2c1
→ 0.1	-15	-1	0.1
O=C1C2C3C=CC(C4CC34)C2C(=O)N1c1ccc(Cl)cc1Cl (centres undefined)
→ 0.5	9	-3	0.2
Cc1c(Nc2c([N+](=O)[O-])cc(C(F)(F)F)cc2[N+](=O)[O-])c(=O)n(-c2ccccc2)n1C
→ 3.5	2	0	0.2

Another view of some results above:
SMILES	GPR151 activ	MITF primary	TEAD-YAP block	FBW7 activator
CC(C)c1ccc(NC(=O)Cn2cc(C=O)c3ccccc32)cc1	0.9	-2	18	0.1
CNC(=S)NNc1ccccc1[N+](=O)[O-]	4.5	-13	1	-0.1

(further entries)
Second line of a record – GPR151 activ	MITF primary	TEAD-YAP block	FBW7 activator
CC(C)C(=O)Nc1ccc(NC(=O)c2ccc(Cl)cc2)nc1
→ 2.5	7	-38	-0.1
CC(=O)c1ccc(NC(=O)NNC(=O)c2ccc(Cl)s2)cc1
→ -0.1	18	4	0.0
Cc1ccc(CNC(=O)C(C)n2c(=O)c3cccn3c3cccnc32)cc1 (centres undefined)
→ 0.2	2	-1	-0.1
CCN(CC)S(=O)(=O)c1cc([N+](=O)[O-])ccc1N/N=C/c1ccc(F)cc1
→ -0.4	-3	5	-0.1
CC(C)(O)CNC(=O)C(Cc1ccccc1)N1C(=O)c2ccccc2C1=O (centres undefined)
→ 0.5	3	2	0.1
COc1cccc(C(=O)Nc2c3c(nn2C(C)(C)C)CSC3)c1
→ 0.9	5	2	0.1
CCOc1ccc2sc(C=NCc3ccc(F)cc3)c(O)c2c1
→ -0.2	0	-8	0.0
CC(=O)NS(=O)(=O)c1ccc(NS(=O)(=O)c2ccc(Br)cc2)cc1
→ -0.3	13	3	0.1
CCC(C)(C)NC(=O)C(c1ccccn1)N(Cc1ccc(C)cc1)C(=O)c1csnn1 (centres undefined)
→ 1.2	-1	-1	-0.1
CC(C)CC(NC(=O)C(NC(=O)OC(C)(C)C)C(C)C)C(=O)O (centres undefined)
→ 0.8	-20	-16	0.2
O=C(OCc1ccc(Br)cc1)C1CC(=O)N(c2cccc(Cl)c2)C1 (centres undefined)
→ -0.9	1	3	1.1
O=C(CSc1ncnc2c1oc1ccccc12)Nc1cccc2ccccc12
→ -1.0	-11	7	-0.2
Cc1ccc2nc(NC(=O)C3COc4ccccc4O3)sc2c1 (centres undefined)
→ -1.6	2	15	-1.0
CCCCn1c(CNC(=O)Cc2ccc(OC)cc2)nnc1SCC(=O)Nc1sc(C(=O)OCC)c(C)c1C(=O)OCC
→ -0.7	23	-4	0.8
O=C(COC(=O)/C=C/c1cn(-c2ccccc2)nc1-c1cccnc1)NCc1ccco1
→ -2.2	0	9	0.0
CNc1nc(Nc2cccc(C)c2)c2cnn(C)c2n1
→ 0.9	2	-3	0.0
CN1CCN(CC(=O)NCc2ccc(F)cc2)CC1
→ 0.8	21	-5	-0.1
COC(=O)c1ccc(/C=N/NC(=O)Cc2cc(=O)[nH][nH]2)cc1
→ 0.1	3	4	0.0
CN(C(=O)c1ccc(Br)o1)C1CCS(=O)(=O)C1 (centres undefined)
→ -0.3	12	-3	0.5
Cc1ccc(N(CC(=O)Nc2ccc(C)c(F)c2)S(=O)(=O)c2c(C)noc2C)cc1
→ 0.9	16	11	0.8
CC(C)(C)CNc1cc(N2CCCC2)ccc1[N+](=O)[O-]
→ 0.0	-6	-9	-0.6
CCOC(=O)N1CCN(S(=O)(=O)c2cccs2)CC1
→ 0.8	3	-5	-0.1
CS(=O)(=O)Nc1ccc(-c2cnc3[nH]c(=O)c4ccccc4c3c2)cc1
→ -0.1	44	-7	-0.4
O=C(NCc1ccccn1)C(=O)NCC1OCCN1S(=O)(=O)c1ccc(F)cc1 (centres undefined)
→ 0.0	-1	14	-0.2
CC(CC(=O)Nc1ncccn1)c1ccccc1 (centres undefined)
→ 0.2	-10	-9	-0.2
COc1cccc(OCC(=O)NCCN2CCn3cc(OC)c(=O)cc3C2=O)c1
→ -1.2	-11	0	-0.1
Cc1ccccc1NC(=O)c1c(C)[nH]c(=S)c(C#N)c1-c1cccc(F)c1
→ -1.5	19	14	0.1
CC(=O)N1CCN(Cc2ccc3c(c2)CN(C(=O)c2ccco2)CCO3)CC1
→ 1.5	8	-2	0.0
Cc1ccc(C(=O)Oc2ccc([N+](=O)[O-])cc2)cc1S(=O)(=O)N1CCOCC1
→ -1.0	-1	-1	0.0
CC(=O)C(Cc1ccccc1)NC(=O)CN1c2cccc3cccc(c23)S1(=O)=O (centres undefined)
→ 1.2	2	5	-0.1
Cc1ccc(-n2nnnc2SCC(=O)Nc2nccs2)cc1
→ -0.8	-3	0	-0.1
O=C1/C(=C\c2cccs2)SC(=S)N1CC1CCCO1 (centres undefined)
→ 0.6	-3	-9	-0.2
Cc1cccc(C)c1OCC(=O)Nc1ccc(C(N)=O)cc1
→ -0.2	-3	-4	0.0
CCOC(=O)Nc1sc(C)c(C)c1C(=O)OCC
→ -0.8	7	2	0.6
FC(F)(F)c1ccc(Cn2cnc3c(Nc4ccc(N5CCOCC5)cc4)nc(NCc4cccnc4)nc32)cc1
→ -0.8	14	-3	0.1
CC(C)[C@@H](CO)Nc1ccc2ncc(-c3cccc4cccnc34)n2n1
→ -1.3	0	1	0.1
CCOc1ccc(C2C(=O)N(C3CCCCCC3)CC(=O)N2CCc2ccc(OC)c(OC)c2)cc1OC (centres undefined)
→ 3.4	-4	9	0.2
O=C(NC1CCCCC1)c1ccc2nc(-c3ccc(F)cc3)c(-c3ccc(F)cc3)nc2c1
→ -0.2	7	-5	-0.2
CCc1ccc(C(=O)N2CCN3C(=O)[C@H](CCCCN)NC(=O)[C@H]3C2)cc1
→ 2.6	1	4	-0.2
CCCS(=O)(=O)N1CC(=O)N(c2ccccc2C)C(C)(C(=O)NC2CCCCC2)C1 (centres undefined)
→ -0.6	-2	-7	-0.1
Cn1c(=O)c2c(nc(Sc3nc4ccccc4n3Cc3cccc(Br)c3)n2C)n(C)c1=O
→ 0.2	-7	2	0.0
COc1ccc(CCNc2nc(-c3cccc(C(C)=O)c3)nc3c2ncn3-c2ccccc2)cc1
→ -0.9	11	5	-0.1
Cc1ccc(N=C2NC(=O)CC(C(=O)O)S2)cc1 (centres undefined)
→ 0.0	-2	1	0.2
CC(C)N(C(=O)COC(=O)c1ccccc1I)C(C)C
→ 0.1	0	10	0.0
CCOC(=O)c1cccc2c1NC(c1ccc(C(=O)O)cc1)C1CC=CC21 (centres undefined)
→ -0.1	83*	8	-1.7
CC(=O)C1C(c2ccc([N+](=O)[O-])cc2)c2c(noc2C)CC1(C)O (centres undefined)
→ 1.1	3	-3	0.2
O=C(NCc1cccnc1)c1ncoc1-c1ccccc1F
→ -0.4	18	0	0.2
O=C1NC(=S)S/C1=C\c1ccc(C(=O)O)cc1
→ -12	-14	5	-0.1
Cc1ccc2c(c1)-c1onc(C(=O)N(C)CCC#N)c1CO2
→ 0.5	2	-13	-0.2
Cc1nn(C)c(C)c1-c1cccc(C(=O)Nc2ccccc2)n1
→ 0.9	15	-18	0.4
CC(=O)C(Sc1nnnn1-c1ccc(C)cc1)C(C)=O
→ 1.2	-1	8	-0.3
O=C(CSc1cccc[n+]1[O-])NC(=O)NCc1ccco1
→ 0.1	10	4	0.1
Cc1ccc(Cl)c2sc(N3CCN(C(=O)C4CCCN4S(C)(=O)=O)CC3)nc12 (centres undefined)
→ -0.9	-2	-11	0.2
CCN(CC)c1ccc(NC(=O)c2[nH]c(C)c(C(C)=O)c2C)c(C)c1
→ 0.4	-2	16	0.1
CCN(Cc1ccccc1)C(=O)c1ccc(Cl)cc1[N+](=O)[O-]
→ -0.5	12	3	0.3
CN1Cc2cccc(C(=O)Nc3ccc(-c4cn5c6c(nnc5n4)CCCC6)cc3)c2C1=O
→ 0.9	4	-2	-0.1
COc1ccc(Cl)cc1NC(=O)c1sc2ncn(CC(=O)N3CCCC3)c(=O)c2c1C
→ 0.7	13	6	0.1
COc1cc(Nc2nc(NCc3cccnc3)ncc2C)cc(OC)c1OC
→ 0.5	11	11	0.2
CCN(C(=O)CSc1nc(N)cc(=O)[nH]1)c1cccc2ccccc12
→ 0.5	-1	-1	-0.1
CCN1C(=O)c2ccccc2S(=O)c2ccc(C(=O)N3CCC4(CC3)OCCO4)cc21 (centres undefined)
→ 1.0	2	8	-0.1

The listing continues.
Second line of a record – GPR151 activ	MITF primary	TEAD-YAP block	FBW7 activator
Cc1ccc(C(=O)Nc2cnn(-c3ccc(C(=O)NC(C)c4ccncn4)cc3)c2)c(C)c1 (centres undefined)
→ -1.4	0	-9	0.1
COc1ccc(Cn2c(=S)[nH]c3cc(C(=O)Nc4ccc(OC(F)(F)F)cc4)ccc3c2=O)cc1
→ -1.3	-1	1	0.0
c1ccc(-c2nnc3sc(CN4CCCCCC4)cn23)cc1
→ 1.2	4	-23	0.0
CCN1/C(=C/c2ccc3cc(OC)ccc3[n+]2CC)Sc2c1ccc1c2CCCC1
→ 0.9	5	88*	-0.8
N#C/C(=C\Nc1ccc(S(N)(=O)=O)cc1)c1nc(-c2cccc([N+](=O)[O-])c2)cs1
→ -0.2	-1	4	0.0
CC(C)C(NC(=O)/C(=C\c1ccccc1)NC(=O)c1ccc(Br)cc1)C(=O)O (centres undefined)
→ 2.7	-3	-1	0.0
O=C1c2ccccc2C(=O)c2c1ncn2-c1ccccc1
→ -0.6	1	-6	0.0
O=C(/C=C/c1ccccc1)NCCc1ccccc1
→ 0.5	9	-47	0.0
O=C1NC(c2ccccc2)Nc2c1sc(=S)n2-c1ccccc1 (centres undefined)
→ 1.2	17	11	0.5

One compound at a time (already shown).
Shown for `O=C1NC(c2ccccc2)Nc2c1sc(=S)n2-c1ccccc1` (centres undefined) : GPR151 activ = 1.2; MITF primary = 17; TEAD-YAP block = 11; FBW7 activator = 0.5
Shown for `c1ccc(-c2nnc3sc(CN4CCCCCC4)cn23)cc1` : GPR151 activ = 1.2; MITF primary = 4; TEAD-YAP block = -23; FBW7 activator = 0.0
Shown for `CC(C)C(NC(=O)/C(=C\c1ccccc1)NC(=O)c1ccc(Br)cc1)C(=O)O` (centres undefined) : GPR151 activ = 2.7; MITF primary = -3; TEAD-YAP block = -1; FBW7 activator = 0.0

Assay outcomes (PubChem BioAssay)
